NPY-Y2 PAM-ag – potentiators or agonists of human neuropeptide Y receptor Y2; cells expressing NPY-Y2, potentiator/agonist read-out; AID 1359; 220,000 compounds, 0.45% hits; P49146; activation, % at 3.6 µM; in the data active = activation above about 27%;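 note: cells stimulated with NPY near EC25 plus isoproterenol at EC100; 0% = vehicle plus submaximal agonist and 100% = vehicle plus saturating agonist; some results beyond the cut were filed as inactive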
Target sequence (P49146 whole entry, looked up): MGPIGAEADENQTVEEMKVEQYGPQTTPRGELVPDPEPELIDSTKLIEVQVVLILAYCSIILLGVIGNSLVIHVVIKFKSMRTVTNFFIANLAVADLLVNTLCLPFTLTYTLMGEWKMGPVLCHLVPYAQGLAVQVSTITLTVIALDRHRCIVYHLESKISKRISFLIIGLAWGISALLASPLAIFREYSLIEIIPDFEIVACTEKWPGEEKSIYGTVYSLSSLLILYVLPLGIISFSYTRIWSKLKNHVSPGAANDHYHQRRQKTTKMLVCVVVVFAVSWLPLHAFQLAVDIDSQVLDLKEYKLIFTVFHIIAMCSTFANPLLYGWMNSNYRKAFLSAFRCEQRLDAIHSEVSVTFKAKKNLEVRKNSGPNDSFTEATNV
NPY-Y1 antag – blocks the human neuropeptide Y Y1 receptor; HEK293-CNG Y1 cells, membrane potential fluorescence; NPY at EC95, then isoproterenol; 200,000 compounds, 1% hits; P25929; inhibition, % at 3.6 µM;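 active = inhibition above the campaign mean inhibition of all tested compounds plus 3 SD, cut at about 20% in these data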;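 note: 0% = DMSO wells given NPY plus isoproterenol and 100% = isoproterenol alone without NPY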
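Material: HEK293 cells co-expressing NPY Y1 receptor and cyclic-nucleotide gated channel. Timing: compound incubation 1 h at room temperature, readout 45 min post-stimulation. Signal: fluorescence, membrane potential probe.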
Runt-CBFb FRET – blocks binding of human RUNX1 Runt domain to CBFb; Q01196+Q13951; Cerulean-Runt/Venus-CBFb FRET ratio 530/480, 1 h; inhibition, % at 20 µM; 220,000 compounds, 0.46% hits;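 active = inhibition over about 50% at 20 µM in the single-dose screen, limit read from the data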;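 note: 0% = DMSO wells and 100% = excess unlabeled CBFb competitor control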
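Measured by: fluorescence energy transfer, 422 nm excitation, 530/480 nm emission; Assay system: Cerulean-Runt domain; Medium: Tris pH 7.5 buffer with BSA; Measure: loss of energy transfer signal; Controls: 5 µM unlabeled CBFb as full-inhibition high control; Incubation: protein complex preformed 1 h, compound exposure 1 h, room temperature, dark.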
NPY1 pot ag – potentiates or activates human NPY-Y1 receptor; P25929; NPY-Y1 expressing cells, potentiator/agonist activation; activation, % at 3.6 µM; 220,000 compounds, 0.37% hits; in the data active = activation above about 33%, passing the limit was not always enough;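 note: cells stimulated with NPY at EC10 then isoproterenol at EC100; 0% = low agonist plus stimulus and 100% = saturating agonist plus stimulus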
S1P4 ag – activates the human S1P4 receptor; O95977; activation, % at 4.98 µM; 220,000 compounds, 0.35% hits; S1P4-expressing cell line, agonist reporter assay; in the data active = activation above about 11%;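 note: 0% = DMSO vehicle and 100% = reference agonist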
Target sequence (O95977 whole entry, looked up): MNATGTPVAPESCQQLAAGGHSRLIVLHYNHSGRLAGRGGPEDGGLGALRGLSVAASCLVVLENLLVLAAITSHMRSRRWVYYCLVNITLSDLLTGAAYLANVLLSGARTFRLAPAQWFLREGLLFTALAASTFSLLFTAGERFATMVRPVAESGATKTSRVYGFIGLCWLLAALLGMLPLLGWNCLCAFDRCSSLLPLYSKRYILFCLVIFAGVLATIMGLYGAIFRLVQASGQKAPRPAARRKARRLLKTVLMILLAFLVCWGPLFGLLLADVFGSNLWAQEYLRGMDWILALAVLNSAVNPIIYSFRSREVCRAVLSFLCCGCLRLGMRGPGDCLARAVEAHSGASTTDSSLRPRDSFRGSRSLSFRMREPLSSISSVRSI
Ba/F3 V617F tox – reduce viability of Ba/F3 cells dependent on JAK2V617F. Ba/F3 EpoR-JAK2V617F viability, ATP luminescence. inhibition, % at 5.6 µM. 220,000 compounds, 1.1% hits. AID 1446;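 active = inhibition above the campaign mean plus 3 SD over all tested compounds, cut at about 24% in these data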;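 note: cytokine-independent growth of Ba/F3 cells driven by EpoR plus mutant JAK2; 0% = DMSO-treated cells and 100% = JAK inhibitor I control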
S1P4 antagonist – antagonists of human S1P4 receptor | O95977 | 220,000 compounds, 0.26% hits | inhibition, % at 4.98 µM | S1P4-expressing cells, antagonist mode, reporter read-out; in the data active = inhibition above about 29%;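 note: 0% = wells stimulated with agonist and 100% = vehicle wells without agonist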
BaF3 tox – parental Ba/F3 viability inhibition as JAK2V617F counter-screen. CellTiter-Glo ATP luminescence. inhibition, % at 5.6 µM. 220,000 compounds, 1.1% hits. AID 1486;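 active = inhibition above a per-campaign cutoff, the mean inhibition of all tested compounds plus 3 SD, cut at about 27% in these data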;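 note: 0% = DMSO wells and 100% = JAK Inhibitor I control wells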
RBBP9 inhibitor – inhibitors of human serine hydrolase RBBP9. inhibition, % at 7.94 µM. recombinant RBBP9, FP-Rh probe fluorescence polarization. AID 1515. 220,000 compounds, 0.2% hits;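 active = inhibition above the campaign mean of all tested compounds plus 3 SD, cut at about 14% in these data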;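 note: plate controls were DMSO wells with RBBP9 for no effect and wells lacking RBBP9 protein for full effect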
Target sequence (O75884 whole entry, looked up): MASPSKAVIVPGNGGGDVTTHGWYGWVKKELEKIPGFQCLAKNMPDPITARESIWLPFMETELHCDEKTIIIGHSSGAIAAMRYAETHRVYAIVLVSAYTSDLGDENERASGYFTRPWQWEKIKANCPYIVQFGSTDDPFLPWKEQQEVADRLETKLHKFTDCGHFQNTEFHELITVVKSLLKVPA
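Controls: DMSO-treated enzyme wells and wells lacking RBBP9 | Material: RBBP9 protein | Technique: Fluorescence polarization | Replication: Single well per compound, no replicates | Buffer or medium: Tris-NaCl-Pluronic buffer, pH 8.0 | Timing: 30 min compound preincubation, 45 min probe labeling, 25 °C | Read-out basis: Percent inhibition from mP, scaled between DMSO and no-protein wells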
The depositor's hits bear a star; x = not tested or not shown.

SMILES | NPY-Y2 PAM-ag | NPY-Y1 antag | Runt-CBFb FRET | NPY1 pot ag | S1P4 ag | Ba/F3 V617F tox | S1P4 antagonist | BaF3 tox | RBBP9 inhibitor
CCCCOc1nc(N)nc(-c2ccccc2)n1 | -9 | -1 | -1 | -11 | 1.8 | 2 | -10 | 3 | -6
Cc1cccc(N2CCN(C(=O)c3ccc(CNc4c(N5CCC(C)CC5)c(=O)c4=O)cc3)CC2)c1C | 1 | 0 | x | -6 | -0.7 | -1 | 3 | 4 | -11
CCn1c(=O)cc(N2CCOCC2)[nH]c1=O | -5 | 3 | -1 | 6 | 0.3 | 3 | -5 | 6 | -6
CCn1cc(C(=O)Nc2cc(C)ccc2C)c(=O)c2ccc(C)nc21 | 7 | 5 | x | 1 | 1.3 | -3 | -33 | 8 | -7
On1nnc2ccc(C(F)(F)F)cc21 | 14 | -1 | 0 | 10 | -0.4 | -1 | -2 | 3 | 2
Cc1occc1-c1nnc(SCC(=O)NC(C)(C)C)n1CC(C)C | -2 | 0 | x | 11 | 1.0 | -4 | -7 | 2 | 3
O=C(CN1C(=O)C2CC=CCC2C1=O)NCC1COc2ccccc2O1 (configuration not stated) | 12 | 1 | -2 | 13 | 0.7 | -2 | -4 | -3 | -6
Cc1c(CCO)sc[n+]1CC(=O)OC12CC3CC(CC(C3)C1)C2 | 9 | 1 | -2 | 4 | 1.2 | -5 | -13 | 6 | 6
CCCc1nc(SCC(=O)N2CCc3ccccc3C2)c2ccccc2n1 | -3 | 13 | -6 | 10 | 0.9 | -1 | 3 | 3 | 3
Cc1cc(C)n(-c2nc(-c3ccc(Cl)c(Cl)c3)cs2)n1 | -11 | 0 | x | 1 | 0.1 | 3 | 4 | 9 | 0
O=S(=O)(c1ccc(F)cc1)n1ccc(-c2cccc(OCc3c(F)cccc3Cl)c2)n1 | -20 | 0 | 0 | 8 | -1.1 | -5 | -7 | 2 | -5
CCN(C(=S)NCc1ccccc1)c1cccc2ccccc12 | -7 | 3 | 0 | 7 | 2.4 | 9 | -15 | 7 | -5

Retrieved by compound from the list above:
SMILES | NPY-Y2 PAM-ag | NPY-Y1 antag | Runt-CBFb FRET | NPY1 pot ag | S1P4 ag | Ba/F3 V617F tox | S1P4 antagonist | BaF3 tox | RBBP9 inhibitor
CCn1cc(C(=O)Nc2cc(C)ccc2C)c(=O)c2ccc(C)nc21 | 7 | 5 | x | 1 | 1.3 | -3 | -33 | 8 | -7
O=S(=O)(c1ccc(F)cc1)n1ccc(-c2cccc(OCc3c(F)cccc3Cl)c2)n1 | -20 | 0 | 0 | 8 | -1.1 | -5 | -7 | 2 | -5

Continued.
SMILES | NPY-Y2 PAM-ag | NPY-Y1 antag | Runt-CBFb FRET | NPY1 pot ag | S1P4 ag | Ba/F3 V617F tox | S1P4 antagonist | BaF3 tox | RBBP9 inhibitor
CCC(=O)NC(=S)Nc1ccc(NC(=O)c2cccnc2)cc1 | -15 | x | -1 | -2 | 0.3 | 2 | 9 | 0 | -2
Cc1ccc(S(=O)CCNC(=O)Cc2ccc(Cl)cc2)cc1 (configuration not stated) | -8 | 5 | 0 | -40 | 0.0 | -3 | -16 | 2 | -10
CCOc1ccc(NC(=O)C(C)NS(=O)(=O)c2ccc(NC(C)=O)cc2)cc1 (configuration not stated) | -4 | -1 | 9 | 0 | -1.0 | -1 | 1 | 5 | 4
CCOC(=O)C1C(=O)CC(C)(O)C(C(=O)OCC)C1c1ccc(C)s1 (configuration not stated) | 4 | 3 | 0 | -11 | 1.1 | -1 | 6 | 6 | 3
CN(CC(=O)Nc1cccc(F)c1)CC(=O)Nc1cccc(S(=O)(=O)N2CCCCCC2)c1 | 6 | x | -1 | 15 | 3.1 | -2 | -14 | 0 | -2
COC(=O)CSc1nc2sc3c(c2c(=O)n1C1CCCCC1)CCN(C)C3 | 0 | 2 | 13 | -6 | 0.5 | 1 | 4 | 4 | -9
CCCCNC(=O)COC(=O)c1cc(C)oc1C | -8 | 0 | -2 | -1 | 1.7 | 3 | -8 | 6 | 4
COc1c(F)c(F)c(C(=O)Nc2ccc(N3CCN(C(C)=O)CC3)c(Cl)c2)c(F)c1F | -10 | 4 | -1 | 7 | 1.4 | 0 | -6 | 6 | -8
CCn1c(SCC(=O)Nc2nc3ccc(OC)cc3s2)nnc1-c1ccoc1C | 8 | -7 | 12 | -1 | -0.7 | 1 | -11 | 6 | -12
COc1ccc(N2CC(NC(=O)NC(C)(C)C)CC2=O)cc1 (configuration not stated) | -2 | 1 | 0 | 27 | -0.6 | -3 | -19 | 6 | -6
CCOC(=O)c1ccc(NC(=O)Cn2ccc([N+](=O)[O-])n2)cc1 | -5 | 3 | -1 | 3 | -0.8 | 0 | -2 | 1 | -6
CCc1ccc2nc(N=C(N)N)nc(C)c2c1 | -16 | 12 | -2 | -12 | -0.3 | 50* | -30 | 45* | -4
O=C(O)C1CCN(C(=O)c2ccco2)CC1 | -10 | 2 | 0 | -9 | 0.0 | 2 | 2 | 8 | -10
COc1ccc(CC(=O)Nc2ccc(OC)c(NC(=O)c3ccco3)c2)cc1 | 8 | -8 | 3 | 18 | -0.2 | -5 | -6 | -2 | -3
Cc1cccc(NC(=O)c2ccc(-n3cccn3)c([N+](=O)[O-])c2)c1 | -19 | 2 | -2 | -35 | -1.3 | 2 | 4 | 2 | -10
CS(=O)(=O)N(CC(=O)NC1CCCC1)c1cccc(F)c1 | 5 | -1 | 2 | -12 | -5.0 | -3 | 1 | 1 | -10
CC(=O)Nc1nc(N(C)C)nc(N(C)C)n1 | 6 | -1 | 0 | 8 | -0.8 | -3 | -4 | 2 | -1
CC(C)C(=O)Nc1ccc(NC(=O)c2ccc([N+](=O)[O-])cc2Cl)cc1 | -12 | -3 | 0 | 8 | -1.2 | 0 | -12 | 4 | -5
COc1ccccc1/C=C/CN1CC(C)OC(C)C1 (configuration not stated) | -7 | -2 | 0 | -6 | -0.4 | 7 | -5 | -1 | 4
COc1cc(/C=C/C(=O)OCC(=O)N2CC(=O)Nc3ccccc32)ccc1O | -15 | x | 4 | 11 | -0.2 | 0 | -9 | -3 | 6
Cc1cccc(C)c1OC(=O)CN(c1ccc(Cl)cc1)S(C)(=O)=O | -9 | 1 | -1 | -18 | -0.2 | -1 | 4 | 5 | -1
COc1ccc(CCNC(=O)Cn2c(=O)cnc3ccccc32)cc1 | 8 | -4 | -1 | 9 | -0.7 | -1 | 13 | 2 | 3
O=C(CSc1nnc(-c2ccncc2)o1)N1CCCCCC1 | -9 | 1 | 0 | 8 | 1.3 | -4 | -15 | 6 | -7
CCOC(=O)c1[nH]c2ccc(OCC)cc2c1NC(=O)CN1CCN(c2ccccn2)CC1 | 20 | -5 | -9 | -18 | -1.1 | -5 | -17 | -3 | -5
CN1CCN(c2ccccc2NC(=O)COc2ccc(Br)cc2)CC1 | -8 | 13 | 0 | -11 | -0.5 | -3 | 12 | 2 | 1
COc1cnc(SCc2ccc(Cl)cc2)nc1Cl | -11 | 12 | -1 | -38 | -0.9 | -2 | -7 | 5 | -1
O=C(Nc1cccc(-c2nc3ncccc3o2)c1)c1sc2cc(Cl)ccc2c1Cl | 2 | 1 | 1 | 3 | 1.1 | 1 | -18 | 4 | -7
CCOC(=O)C1CCN(C(=O)COc2ccc(S(=O)(=O)NC(C)(C)C)cc2)CC1 | -9 | -2 | -2 | -4 | 0.5 | -1 | -19 | 10 | -5
O=C(CN1C(=O)c2ccccc2C1=O)NCC1CCCO1 (configuration not stated) | 12 | 0 | 0 | 28 | 1.5 | -2 | -20 | -1 | -6
O=C(Nc1nnc(C2CC2)s1)c1n[nH]c(=O)c2ccccc12 | 8 | x | 0 | 15 | 0.2 | -4 | 0 | -1 | -3
O=C(O)c1ccc(NC(=O)c2cccc(N3C(=O)C4C5CCC(C5)C4C3=O)c2)cc1 (configuration not stated) | -6 | -1 | -2 | -4 | 1.3 | -2 | -6 | 4 | -6
Cc1c(NC(=O)C(C)N2C(=O)C3CCCCC3C2=O)c(=O)n(-c2ccccc2)n1C (configuration not stated) | -8 | 0 | 2 | 3 | -1.1 | 2 | 7 | 4 | 1
CCC(C)(C)NC(=O)C(c1cccn1C)N(Cc1ccc(C)cc1)C(=O)Cn1nnc2ccccc21 (configuration not stated) | -19 | 1 | 1 | 0 | 0.7 | 1 | 2 | 1 | 3
COc1ccc(N2C(=O)C(CC(=O)Nc3ccccc3)N(Cc3ccc4c(c3)OCO4)C2=O)cc1 (configuration not stated) | 10 | 4 | -2 | 11 | 0.6 | 1 | -8 | 7 | -7
CCNc1nc(Oc2ccc(C#N)cc2)cc(C(F)(F)F)n1 | -6 | 2 | -1 | 1 | 0.2 | 0 | -12 | 5 | -6
COc1ccc2c(c1)c(CC(=O)Nc1ccc(C(C)=O)cc1)c(C)n2C(=O)c1ccc(Cl)cc1 | -2 | -3 | -8 | -11 | -1.4 | 1 | -1 | 6 | -6
O=C(O)c1cccc(CN2C(=O)S/C(=C/c3ccccc3[N+](=O)[O-])C2=O)c1 | -21 | x | 2 | 2 | 2.3 | -3 | -22 | 0 | -6
CC(C)(C)c1ccc(NC(=O)Cn2cnc3cc([N+](=O)[O-])ccc3c2=O)cc1 | -7 | 9 | 1 | -25 | -0.6 | -2 | -9 | 0 | -12
COc1ccc(/C(N)=N/OC(=O)/C=C/c2ccccc2)cc1 | 4 | 5 | -2 | -2 | 0.3 | 1 | -23 | 4 | -3
CC(Nc1cc(N2CCN(C(=O)C(C)(C)C)CC2)ccc1[N+](=O)[O-])c1ccccc1 (configuration not stated) | -16 | 7 | -4 | -1 | -1.6 | 5 | 10 | 11 | -3
C=CCNC(=O)c1ccc(OC)cc1OC | -15 | -3 | 1 | -21 | 1.8 | -1 | -8 | 2 | -9
CC(=O)N=c1c(C#N)cc2c(=O)n3cccc(C)c3nc2n1Cc1ccco1 | 18 | x | 10 | -8 | 2.3 | -2 | -13 | 0 | 0
O=C(Cc1ccccc1F)Nc1ccc(SC(F)F)cc1 | -7 | 2 | 0 | -5 | -0.7 | 1 | -2 | 5 | -1
CN(CC(=O)NCCN1CCCCCC1)S(=O)(=O)c1cccc2nsnc12 | -10 | -7 | -1 | 14 | 0.6 | -4 | 8 | 5 | -2
COc1ccc(NC(=S)N2CCN(c3ncccn3)CC2)cc1 | 7 | 2 | -1 | 7 | -1.8 | 0 | 3 | 3 | 0
CCOC(=O)c1c(NC(=O)CSc2nnnn2C)sc(CC)c1C | -6 | -1 | -4 | -20 | 0.1 | 1 | -6 | 14 | 0
CCOc1ccc(N(CC(=O)Nc2ccc(C)cc2)S(=O)(=O)c2c(C)noc2C)cc1 | 13 | -2 | -2 | 3 | 0.5 | -2 | -9 | -1 | -1
Cc1ccc(C2CCN(C(=S)NC(C)C)C2)cc1 (configuration not stated) | -6 | -1 | -2 | 5 | 0.0 | -2 | -5 | -2 | -1
CC1(C)CC(=O)/C(=C\c2cccc([N+](=O)[O-])c2)C(C)(C)N1 | -2 | 1 | 3 | 5 | 3.9 | -3 | 3 | 0 | -4
